aGlu spleen mod: qHTS Assay for Inhibitors and Activators of Human alpha-Glucosidase From Spleen Homogenate; Lysosomal alpha-glucosidase (Homo sapiens), P10253; human spleen homogenate, 4-MU-alpha-glucoside fluorescence; Potency, µM (doses to about 79.9 µM), without a hit: at the highest dose activity change, negative = inhibition, actives largely listed as inhibitors; hit rate 0.006% among 240,000; AID 2112, 2009;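 also: 0% = enzyme with vehicle and -100% = no enzyme basal signal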
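Enzyme source: human spleen homogenate, 1 ug/well. Buffer 50 mM citric acid/K phosphate pH 5.0, 0.01% Tween-20. 4-MU-alpha-glucoside 1 mM; 37 C x 40 min; NaOH/glycine stop; fluorescence.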
ALDH1A1 inh: qHTS Assay for Inhibitors of Aldehyde Dehydrogenase 1 (ALDH1A1); Potency, µM (titrated, usually from 75.3 µM), inactives show at the top dose activity, negative = inhibition, hits mostly inhibitors; hit rate 7.3% among 220,000; Aldehyde dehydrogenase 1A1 (Homo sapiens), P00352; Purified ALDH1A1, NADH fluorescence, propionaldehyde substrate; AID 1030, 2008; active = well fitted inhibition curve with a large enough effect, not every such curve was filed as active; inconclusive = small, poorly fitted or top-dose-only effect, or another doubt; inactive = no such curve, though single readings can be large or run the other way;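 also: plate controls were no enzyme wells and a reference inhibitor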
GAA inh: qHTS Assay for Inhibitors of Human alpha-Glucosidase as a Potential Chaperone Treatment of Pompe Disease. purified human GAA, 4-MU-alpha-glucoside fluorescence. Potency, µM (titrated, usually from 76.9 µM), without a hit: at the top dose activity change, negative = inhibition, usual class: inhibitors. hit rate 0.005% among 200,000;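 also: plate controls were uninhibited enzyme wells for no effect and no-enzyme background for full effect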
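Fluorogenic assay: 4 nM human alpha-glucosidase with 400 uM 4-methylumbelliferyl-alpha-D-pyranoside in 50 mM citrate/phosphate, 0.005% Tween-20, pH 5.0, 20 min at room temperature. Compounds tested up to 77 uM; AC50 from Hill fits.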
GLA spleen mod: qHTS Assay for Inhibitors and Activators of Human alpha-Galactosidase From Spleen Homogenate; Alpha-galactosidase A (Homo sapiens), P06280; human spleen homogenate, 4MU-alpha-Gal fluorescence, 40 min; Potency, µM (titrated, usually from 80 µM), inactives show top-dose activity change, negative = inhibition, usual class: inhibitors; hit rate 0.008% among 240,000; AID 2107, 2009;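 also: 0% = enzyme with vehicle and -100% = no enzyme basal signal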
Target sequence (P06280 32-429 limits assumed): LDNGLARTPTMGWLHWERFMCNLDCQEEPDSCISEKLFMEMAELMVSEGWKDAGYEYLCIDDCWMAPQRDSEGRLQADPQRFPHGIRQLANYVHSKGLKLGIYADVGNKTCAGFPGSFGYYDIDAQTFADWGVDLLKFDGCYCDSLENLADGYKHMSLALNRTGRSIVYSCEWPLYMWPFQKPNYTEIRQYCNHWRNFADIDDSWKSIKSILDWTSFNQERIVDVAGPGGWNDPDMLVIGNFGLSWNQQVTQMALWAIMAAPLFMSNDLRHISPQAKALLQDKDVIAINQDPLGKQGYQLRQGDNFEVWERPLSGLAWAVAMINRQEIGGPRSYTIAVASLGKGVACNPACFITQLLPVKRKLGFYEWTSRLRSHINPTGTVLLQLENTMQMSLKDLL
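Human spleen homogenate (1 ug) as enzyme source, 4-methylumbelliferyl-alpha-D-galactopyranoside 1 mM final, citrate/phosphate pH 5.0 with 0.01% Tween-20. Compounds 40 min at 37C, NaOH/glycine stop; fluorescence Ex 365/Em 440, Hill-fit AC50.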
GoLoco inh red: qHTS Assay for Inhibitors of RGS12 GoLoco Motif Activity (Red Fluorophore); AID 880, 2007; hit rate 0.44% among 230,000; Guanine nucleotide-binding protein G(i) subunit alpha-1 (Homo sapiens), P63096; Gai1:RGS12 GoLoco peptide FP, rhodamine, 10 min; Potency, µM (top dose mostly 61.6 µM), inactives show at the highest dose activity, negative = inhibition, most hits filed as inhibitors; active = well fitted inhibition curve with a large enough effect, not every such curve was filed as active; inactive = no such curve, though single readings can be large or run the other way; also: % is scaled to controls: 0 for no effect and ±100 for the full control effect; nearly all actives have a fitted effect of over 30% in size; many of its hits are not listed in these tables
SMN2 splice up: qHTS Assay for Enhancers of SMN2 Splice Variant Expression. HEK293 SMN2-luciferase splicing reporter, luminescence, 30-36 h. Potency, µM (top dose mostly 46.1 µM), for inactives: top-dose activity change, positive = activation, usual class: activators. hit rate 2.8% among 210,000. AID 1458, 2008; also: % of control where 0% means no effect; nearly all actives have a fitted effect of over 55% in size
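HEK293 cells carry an SMN2 […]–luciferase reporter in which exon 7 inclusion puts luciferase in frame. Cells were plated 10-12 h before compound addition, then incubated 30-36 h at 37C. ONE-Glo luminescence was read; sodium butyrate at 4.5 mM final served as control.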
GAA glycogen mod: qHTS Assay for Inhibitors and Activators of Human alpha-Glucosidase Cleavage of Glycogen; Lysosomal alpha-glucosidase (Homo sapiens), P10253; Potency, µM (highest dose often 76.4 µM), for the others: at the highest dose activity change, negative = inhibition, most hits filed as inhibitors; recombinant GAA, glycogen substrate, Amplex Red glucose oxidase fluorescence; hit rate 0.38% among 300,000;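 also: 0% = full enzyme reaction and -100% = no-enzyme basal signal; the screen sought inhibitors and activators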
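qHTS, 1536-well; enzyme 4 nM final; cpd up to 77 uM; substrate bovine liver glycogen 30 ug; 50 mM citrate/phosphate pH 5.0, 0.01% Tween-20; 37 C, 40 min; Amplex Red detection 45 min RT; Hill fit → AC50.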
KDM4E inh: qHTS Assay for Inhibitors of Human Jumonji Domain Containing 2E (JMJD2E); JMJD2E catalytic domain, FDH-coupled NADH fluorescence (FDH is formaldehyde dehydrogenase); Potency, µM (doses to about 57.1 µM), inactives show at the highest dose activity change, negative = inhibition, most hits filed as inhibitors; AID 2147, 2009; Lysine-specific demethylase 4E (Homo sapiens), B2RXH2; hit rate 1.6% among 230,000; active = well fitted inhibition curve with a large enough effect, not every such curve was filed as active; inconclusive = small, poorly fitted or top-dose-only effect, or another doubt; inactive = no such curve, though single readings can be large or run the other way;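 also: 0% = wells with enzyme and -100% = buffer wells without enzyme; nearly all actives have a fitted effect of over 50% in size; many of its hits are not listed in these tables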
Target sequence (B2RXH2 1-337 limits assumed): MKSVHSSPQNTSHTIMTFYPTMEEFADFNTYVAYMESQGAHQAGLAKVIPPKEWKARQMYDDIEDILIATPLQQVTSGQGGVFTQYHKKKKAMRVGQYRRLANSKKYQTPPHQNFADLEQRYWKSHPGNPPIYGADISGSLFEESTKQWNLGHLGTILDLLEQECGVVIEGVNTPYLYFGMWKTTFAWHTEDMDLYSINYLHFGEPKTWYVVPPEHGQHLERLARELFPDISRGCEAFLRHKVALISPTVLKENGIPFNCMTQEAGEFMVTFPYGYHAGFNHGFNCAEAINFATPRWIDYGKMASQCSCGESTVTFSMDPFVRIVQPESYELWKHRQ
Numbers without * were called inactive; ? = inconclusive; . = no result given; & = joins results of further samples; [ ] = dose if it differs, or a comment. Unless noted, calls follow the shape of the dose curve; as a rule, active = well fitted curve in the direction sought with a large enough effect; inconclusive = small, poorly fitted or top-dose-only effect, or another doubt; inactive = no such curve, though single readings can be large; an effect the other way counts as inactive or inconclusive. Potency is read from the fitted curve at half-maximal effect. These rows are one share of the data; the hit share may differ from the screen's.

SMILES | aGlu spleen mod | ALDH1A1 inh | GAA inh | GLA spleen mod | GoLoco inh red | SMN2 splice up | GAA glycogen mod | KDM4E inh
COc1ccc(CN2CCN(C(=O)C3CCN(S(=O)(=O)c4cccs4)CC3)CC2)c(OC)c1OC | 0% | ? | -2% | -16% | 9% | -35%[inhibitor] | -4% | -3%
CC1Cc2ccccc2N1S(=O)(=O)c1cccc(C(=O)Nc2cccnc2)c1 (stereo unspecified) | -1% | . | . | -7% | 13% | . | -10% | -10%
O=C(NCC(=O)N(CC1CCCO1)C1(C(=O)NC2CCCC2)CCCCC1)c1ccccc1 (stereo unspecified) | -4% | -2% | -7% | -2% | 8% | -7% | 9% | 11%
CN1CCN(C(=O)c2cc3nc(-c4ccccc4)cc(-c4ccccc4)n3n2)CC1 | -1% | ? | 1% | 10% | 21% | 28% | 1% | ?
Cc1cccc(-c2noc(CCC(=O)Nc3ccc(C(N)=O)cc3)n2)c1 | 3% | . | . | ? | 0% | . | 4% | 11%
COC(=O)C(O)(NC(=O)NC(C)=O)C(F)(F)F (stereo unspecified) | 3% | ? | -6% | 0% | -6% | 6% | -7% | -4%
COc1ccc(C)cc1NC(=O)c1nnn(Cc2cccc(F)c2)c1N | -7% | ? | -3% | -2% | -2% | -31%[inhibitor] | -14% | ?
CCC(Oc1ccccc1)C(=O)N1CCC(C(N)=O)CC1 (stereo unspecified) | -4% | -8% | -2% | -3% | 8% | 8% | -7% | 5%
COc1cc(-c2nc(C)c(C(C)=O)n2O)ccc1OCC(=O)Nc1ccc(F)cc1 | 3% | 11% | -3% | 7% | -6% | -9% | 3% | -6%
CC(C)CCN1C(=O)c2ccc(C(=O)NCC3CCCO3)cc2C1=O (stereo unspecified) | -11% | 4.5µM* | 2% | -3% | 0% | 26% | -2% | 5%
O=C(O)c1cc(C2CC2)nc2ccccc12 | 8%&0% | 0%&10% | -3% | 6%&2% | -4%&6% | -2%&-1% | 5% | 10%&2%
COc1ccccc1-c1cc(C2CC2)nc(N)c1C#N | 4% | ? | -3% | -1% | 6% | -7% | -10% | ?
COC(=O)c1nc2n(n1)C(c1cccc(Cl)c1)C1=C(CC(C)(C)CC1=O)N2 (stereo unspecified) | -3% | 6% | 1% | 1% | -9% | 7% | 16% | -6%
COc1ccc2cc(C3CC(c4cccs4)=NN3S(C)(=O)=O)c(Cl)nc2c1 (stereo unspecified) | -2% | ? | -7% | 4% | 21% | -4% | 2% | ?
CCc1nnc(NC(=O)c2cc(-c3cccnc3)nc3ccccc23)s1 | -4% | -1% | 0% | 3% | 20% | -11% | -5% | -14%

As entered above:
For aGlu spleen mod, COC(=O)C(O)(NC(=O)NC(C)=O)C(F)(F)F (stereo unspecified) has the entry 3%
For GAA inh, CC(C)CCN1C(=O)c2ccc(C(=O)NCC3CCCO3)cc2C1=O (stereo unspecified) has the entry 2%

An excerpt from above in order of the GLA spleen mod value, largest number first.
smiles,GLA spleen mod
CN1CCN(C(=O)c2cc3nc(-c4ccccc4)cc(-c4ccccc4)n3n2)CC1,10%
COC(=O)C(O)(NC(=O)NC(C)=O)C(F)(F)F (stereo unspecified),0%
COc1ccccc1-c1cc(C2CC2)nc(N)c1C#N,-1%

The listing picks up, repeating the 2 entries before the break.
SMILES | aGlu spleen mod | ALDH1A1 inh | GAA inh | GLA spleen mod | GoLoco inh red | SMN2 splice up | GAA glycogen mod | KDM4E inh
COc1ccc2cc(C3CC(c4cccs4)=NN3S(C)(=O)=O)c(Cl)nc2c1 (stereo unspecified) | -2% | ? | -7% | 4% | 21% | -4% | 2% | ?
CCc1nnc(NC(=O)c2cc(-c3cccnc3)nc3ccccc23)s1 | -4% | -1% | 0% | 3% | 20% | -11% | -5% | -14%
CN(CCc1ccccn1)S(=O)(=O)c1ccccc1F | -4% | 5% | 9% | 17% | . | . | 5% | 1%
C=CCOc1c(Br)cc(/C=N/O)cc1OCC | 1% | 14% | 1% | -7% | 4% | 4% | 7% | -9%
O=C(Nc1cccc(-c2nnc(-c3ccccc3)o2)c1)C1CC1 | -1% | 4% | 1% | 6% | -5% | -9% | 0% | 0%
CN1CCN(CCN2CCn3c2nc2ccccc23)CC1 | -9% | -13% | 2% | -14% | 0% | 7% | 7% | 3%
CC1CCc2c(sc3nn[nH]c(=O)c23)C1 (stereo unspecified) | -7% | ? | -2% | -8% | 13% | 19% | 6% | 5%
Cc1nnc(CN(C)Cc2cn[nH]c2-c2ccc(-c3ccccc3)cc2)o1 | -3% | 13µM* | -1% | -11% | -1% | . | -7% | -6%
CCCCOc1ccc(C(=O)NCCC(=O)NCCCC(=O)OCC)cc1 | -10% | . | . | 0% | 4% | . | 4% | 5%
CCNC(=S)NNC(=O)c1cc(CC(C)C)nc2ccccc12 | -4% | -5% | 7% | 0% | 9% | -18% | ? | 10%
O=C(NCC1CCCO1)C(c1ccc(N2CCOCC2)cc1)N(C(=O)Cn1nnc2ccccc21)c1ccccc1F (stereo unspecified) | -3% | -7% | ? | -5% | 5% | -8% | -10% | -2%
N=c1c2c(-c3ccccc3)c(-c3ccccc3)n(Cc3ccco3)c2ncn1CCCO | 9% | ? | -14% | 8% | 8% | . | -8% | 3%
CCCC(=O)Nc1nnc(COC)s1 | 1% | 1% | -4% | 1% | -4% | 12% | -12% | 2%
COc1ccc(OC)c(C(=O)Cn2nnc(-c3ccc(N4CCOCC4)cc3)n2)c1 | -1% | . | . | 1% | -2% | . | 4% | ?
COCCn1nnnc1CN(Cc1cccnc1)Cc1cc2cc(OC)ccc2[nH]c1=O | 2% | ? | 11% | -4% | -3% | 9% | 1% | ?
CNC(=S)N(Cc1cccs1)Cc1cc2ccc(OC)cc2[nH]c1=O | -5% | ? | -1% | 3% | 1% | 0%[1.84 µM] | -5% | -6%
Cn1c(=O)[nH]c2nc[nH]c2c1=O | 5% | 2% | . | 3% | 8% | 2% | . | -9%
O=c1cc(CO)oc(CN2CCC(Cc3ccccc3)CC2)c1O | 3% | 4% | -1% | 19% | 8% | -2% | 9% | ?
O=C(COC(=O)c1ccccc1NC(=O)c1ccco1)NC1CC1 | 0% | ? | 4% | -7% | 7% | 3% | 2% | -20%
NCC12CC3CC(C1)CC(c1ccc(Cl)cc1)(C3)C2 | 4% | 7% | -7% | 14% | 0% | -84%[inhibitor] | 3% | 3%
Cc1ccc(OCCn2cc(C(=S)N3CCCC3)c3ccccc32)cc1C | -19% | ? | 1% | -2% | 10% | ? | -3% | 1%
C=CCn1c(O)c(N=NC(=S)Nc2ccccc2C)c2cc(S(=O)(=O)N3CCOCC3)ccc21 | -2% | 10µM* | ? | 6% | 5% | -41%[inhibitor] | 2% | -1%
CCN(CC)S(=O)(=O)c1cccc(C(=O)N2CCCCC2)c1 | -11% | -2% | 0% | 5% | 12% | 9% | -1% | 6%
Cc1nn(CC(=O)Nc2ccccn2)c(=O)c2ccccc12 | -2% | 9% | 3% | -1% | 6% | ? | 6% | 1%
COC(=O)c1ccc(COC(=O)c2ccc(CS(=O)(=O)c3ccc(C)cc3)cc2)cc1 | -7% | 0% | -8% | 8% | 2% | 2% | -9% | 2%
COc1ccc(C2Nc3ccccc3C(=O)N2c2ccc(C)cc2)cc1Cn1nnc2ccccc21 (stereo unspecified) | 3% | -12% | 0% | -1% | . | . | -7% | -1%
CCOc1cc(/C=C2\CCCC(C(=O)C(F)(F)F)=C2O)ccc1O | -15% | 0.16µM* | -11% | 23% | 15% | -4% | ? | ?
COC(=O)c1ccc(C(/C=C/[C@@H](C)C(=O)NCc2ccccc2)NC(=O)OCc2ccccc2)cc1 (stereo partly specified) | -13% | 0% | . | -5% | 7% | -10% | . | -1%
COC(=O)c1ccccc1NC(=O)Nc1cnccn1 | -4% | -2% | -7% | 2% | -2% | . | -5% | ?
Cc1cc(C)c(C(=O)COC(=O)CCNS(=O)(=O)c2c(Cl)cccc2Cl)cc1C | -6% | 9% | -2% | 5% | -4% | -1% | -14% | 0%
CCCn1nc2cc(C(=O)NCc3ccc(OC)cc3)ccc2c1OCC | -17% | ? | 10% | 15% | 6% | -17% | 5% | ?
CC(=O)NC(=O)NC1CSCC1OC(C)=O (stereo unspecified) | -4% | 2% | 1% | 1% | 14% | 24% | -5% | 6%
CC(C)(C)NC(=O)NC(=O)COc1ccccn1 | -4% | 10% | 8% | -5% | 9% | -2% | 2% | 3%
CCCCCCCCCCCCC/C=C/[C@@H](O)C(CO)NC(C)=O (stereo partly specified) | 0% | -1% | . | -17% | 6% | 2% | . | -8%

Reformatted in CSV form: 2 of the compounds above
smiles,aGlu spleen mod,ALDH1A1 inh,GAA inh,GLA spleen mod,GoLoco inh red,SMN2 splice up,GAA glycogen mod,KDM4E inh
COC(=O)c1nc2n(n1)C(c1cccc(Cl)c1)C1=C(CC(C)(C)CC1=O)N2 (stereo unspecified),-3%,6%,1%,1%,-9%,7%,16%,-6%
COc1ccc2cc(C3CC(c4cccs4)=NN3S(C)(=O)=O)c(Cl)nc2c1 (stereo unspecified),-2%,?,-7%,4%,21%,-4%,2%,?
